Compound activity from PubChem.
PMI act hi M6P: human PMI activators, high substrate, primary screen, biochemical, fluorescence intensity, near-saturating mannose 6-phosphate. AID 1216, 2008. coupled PMI enzyme assay, resazurin fluorescence, 20 min; active compounds read high; 1 = untreated enzyme, 0 = substrate-free blank. actives 0.34% (n = 190,000). Mannose-6-phosphate isomerase (Homo sapiens), P34949. activation factor at 20 µM;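 active = activation factor of 2 or more at 20 µM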
Target sequence (P34949 whole entry, looked up): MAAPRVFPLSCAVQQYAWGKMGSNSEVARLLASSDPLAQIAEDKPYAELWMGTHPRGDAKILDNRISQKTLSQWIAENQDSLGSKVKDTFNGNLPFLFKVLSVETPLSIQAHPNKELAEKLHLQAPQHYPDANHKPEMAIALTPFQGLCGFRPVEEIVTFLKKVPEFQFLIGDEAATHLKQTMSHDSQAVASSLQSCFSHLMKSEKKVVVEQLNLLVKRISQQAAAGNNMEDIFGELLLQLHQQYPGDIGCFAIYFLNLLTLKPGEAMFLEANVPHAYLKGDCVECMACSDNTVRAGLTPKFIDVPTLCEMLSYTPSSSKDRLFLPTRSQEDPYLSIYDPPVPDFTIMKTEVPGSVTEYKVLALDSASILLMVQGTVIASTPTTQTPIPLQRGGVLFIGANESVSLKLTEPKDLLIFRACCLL
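Material: human phosphomannose isomerase with PGI, G6PDH, diaphorase coupling enzymes / Reagent: Man-6-P substrate 1.0 mM / Dosing: single compound dose of 20 µM, 1% DMSO final / Incubation: enzyme reaction with compound 20 min at room temperature / Signal: resorufin fluorescence (Ex 544/Em 590 nm) from resazurin via diaphorase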
bIAP activator: bovine intestinal alkaline phosphatase activators, primary screen, biochemical, bovine IAP, CDP-star luminescence; AID 1016, 2008; purified bovine IAP, 30 min; active compounds read high; fold of DMSO-control signal, blank-subtracted; actives 0.17% (n = 200,000); alkaline phosphatase, intestinal [Bos taurus]; activation factor at 20 µM;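 active = activation factor of 2 or more at 20 µM, a signal rise over negative controls twice the positive control's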
TNAP act hiacc: TNAP activators at high phosphate acceptor level, primary screen, biochemical, luminescence, uHTS. purified TNAP, CDP-star luminescence, 1 M DEA, 30 min; active compounds read high; 0 = EDTA background, 1 = DMSO-only activity. activation factor at 20 µM. 200,000 tested, under 10 active. AID 1136, 2008;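 active = activation factor at least 2 at 20 µM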
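Dosing: 20 µM single point. System: human TNAP. Amount: TNAP 1/800 final. Incubation: 30 min, room temperature. Read-out: TNAP activation factor scaled between EDTA and DMSO control wells. Signal: luminescence from CDP-star hydrolysis. Medium: 1 M DEA, pH 9.8, Mg2+, Zn2+. Control set: EDTA negative control, DMSO positive control.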
TNAP inh hi DEA: human TNAP enzyme inhibitors, primary screen, biochemical, luminescent, high phosphate acceptor level, uHTS; Alkaline phosphatase, tissue-nonspecific isozyme (Homo sapiens), P05186; purified TNAP, CDP-star luminescence, 1 M DEA; inhibition, % at 20 µM; actives 0.03% (n = 200,000);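 active = over 50% inhibition of tissue-nonspecific alkaline phosphatase at 20 µM in the single-dose screen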;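 also: plate controls were DMSO wells for no effect and EDTA-quenched wells as full inhibition for full effect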
NF-kB neuron act: activators of NF-kB expression in neurons, primary screen, cell-based, HTS. human neuronal cells, NF-kB reporter expression; active compounds read high. fold change at 12.5 µM. actives 1.6% (n = 190,000). AID 1239, 2008; in the data active = fold change above about 3.3
FLuc inh counter: firefly luciferase enzyme inhibitors, primary screen, artefact control for luciferase-based inhibitor screens, biochemical, luminescence, ATPLite; Luciferin 4-monooxygenase (Photinus pyralis), P08659; 10 min; inhibition, % at 10 µM; actives 1.5% (n = 200,000); AID 1006, 2008;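 active = inhibition above about 50% when tested at 10 µM, limit read from the data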
Target sequence (P08659 whole entry, looked up): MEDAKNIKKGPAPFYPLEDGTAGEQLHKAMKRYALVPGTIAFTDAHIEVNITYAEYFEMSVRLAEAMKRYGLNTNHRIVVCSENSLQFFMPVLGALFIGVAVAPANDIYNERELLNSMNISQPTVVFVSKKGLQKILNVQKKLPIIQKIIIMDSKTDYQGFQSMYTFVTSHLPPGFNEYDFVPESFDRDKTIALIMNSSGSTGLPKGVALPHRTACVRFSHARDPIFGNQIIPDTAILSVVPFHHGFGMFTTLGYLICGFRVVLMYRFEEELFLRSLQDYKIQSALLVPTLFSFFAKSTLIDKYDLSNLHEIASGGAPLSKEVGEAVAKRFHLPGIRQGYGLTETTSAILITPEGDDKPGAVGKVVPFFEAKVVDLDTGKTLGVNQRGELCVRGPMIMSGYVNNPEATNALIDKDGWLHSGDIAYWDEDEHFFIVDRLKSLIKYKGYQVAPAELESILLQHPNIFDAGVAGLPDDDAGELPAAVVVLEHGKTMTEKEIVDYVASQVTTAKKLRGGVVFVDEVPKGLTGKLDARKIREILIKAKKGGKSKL
TNAP inh noacc: human TNAP enzyme inhibitors, primary screen, biochemical, luminescent, no phosphate acceptor, uHTS | actives 0.26% (n = 200,000) | Alkaline phosphatase, tissue-nonspecific isozyme (Homo sapiens), P05186 | inhibition, % at 20 µM | purified TNAP, CDP-star luminescence, 30 min;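 active = tissue-nonspecific alkaline phosphatase inhibition above about 50% at 20 µM in the single-dose screen, limit read from the data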;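 also: 0% = DMSO negative control and 100% = EDTA positive control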
APP 5'UTR act: activators of APP 5'UTR luciferase reporter, primary screen, SH-SY5Y cells; SH-SY5Y APP 5'UTR luciferase reporter, luminescence; zero percent = DMSO vehicle wells; activation, % at 2 µM; actives 1% (n = 190,000);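 active = activation above a set limit, based on mean plus 3 SD of controls, cut at about 140% in these data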; also: values of inactives mirror those of a sister screen read the other way
PMI activator: activators of human PMI, primary screen, biochemical, fluorescence intensity, near-Km mannose 6-phosphate. Mannose-6-phosphate isomerase (Homo sapiens), P34949. activation factor at 20 µM. actives 0.005% (n = 190,000). AID 1214, 2008. purified human PMI, coupled resazurin fluorescence, 20 min; active compounds read high; 1 = vehicle control, 0 substrate-free wells;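 active = activation factor of 2 or more at 20 µM, relative to plate controls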
FLuc act counter: FLuc activators, initial screening, artefact control for FLuc-dependent activation tests, biochemical, ATPlite luminescence | 200,000 tested, under 10 active | AID 1027, 2008 | activation factor at 10 µM | ATPlite luciferase biochemical, 10 min; 0 = ATP-free wells, 1 = DMSO control;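 active = luciferase activation factor, scaled between plate controls, of at least 2 with compound at 10 µM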
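System: Luciferase/luciferin detection reagent, cell-free biochemical luciferase assay | Medium: PBS buffer for ATP | Dosing: Test compounds dosed from 2 mM stocks in 100% DMSO | Timing: 10 min at ambient temperature | Signal: Luminescence measurement of luciferase light output | Evaluation: Luciferase activation, seen as luminescence increase over controls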
Active calls of the source: *. The order is random; any-hit rate near 3.6%.

The first 2 entries as a preview:
Below each compound: NF-kB neuron act, TNAP act hiacc, TNAP inh noacc, bIAP activator, PMI activator, FLuc act counter, PMI act hi M6P, FLuc inh counter, APP 5'UTR act, TNAP inh hi DEA
Cc1ccc(C(=O)NCCCCNC(=O)c2ccc(C)o2)o1
  0.98, 1, 2, 0.9, 1, 1, 1.1, -3, -5, 0
COc1ccccc1CN(Cc1nc2ccccc2c(=O)[nH]1)S(=O)(=O)c1ccc(C)cc1
  0.58, 1, -7, 0.7, 1, 1.1, 1, -6, -1, -3

The whole of this part, repeating the preview:
Below each compound: NF-kB neuron act, TNAP act hiacc, TNAP inh noacc, bIAP activator, PMI activator, FLuc act counter, PMI act hi M6P, FLuc inh counter, APP 5'UTR act, TNAP inh hi DEA
Cc1ccc(C(=O)NCCCCNC(=O)c2ccc(C)o2)o1
  0.98, 1, 2, 0.9, 1, 1, 1.1, -3, -5, 0
COc1ccccc1CN(Cc1nc2ccccc2c(=O)[nH]1)S(=O)(=O)c1ccc(C)cc1
  0.58, 1, -7, 0.7, 1, 1.1, 1, -6, -1, -3
Cc1ccc(NC(=O)Nc2ccc3c(c2)N(C)C(=O)CS3)nc1
  1.1, 1, -4, 1, 1, 1, 1, -3, -1, 3
CCOC(=O)CSc1nnc(CNC(=O)c2cccs2)n1-c1cccc(C)c1
  1, 1, -14, 0.9, 1, 1.1, 1, -6, -6, -4
O=C(C[n+]1ccc(C(=O)N/N=C/c2ccc(Cl)cc2Cl)cc1)c1ccccc1
  1.2, 1, -6, 0.9, 1, 1, 1.1, -1, -13, 4
COc1ccc(CNC(=O)CSc2nc3nc(C)cc(C)n3n2)cc1
  0.95, 1, -9, 1.1, 1, 1, 0.9, -3, 1, -4
N#CCC(=N)N1CCN(c2ccccc2)CC1
  1.1, 1, -7, 1, 0.9, 1, 0.8, -1, 3, 3
COC(=O)COc1ccc(S(=O)(=O)NC2CCCCCC2)cc1
  1.3, 1, -9, 1, 1, 1, 1, -1, -1, -3
CCCOC(=O)CSc1nnc(-c2cc(OC)c(OC)c(OC)c2)o1
  1.1, 1, -14, 0.9, 0.9, 1, 0.9, -3, 18, -2
COc1ccc(C(=O)c2sc3nc(-c4ccccc4)ccc3c2N)cc1OC
  1.2, 1, 3, 0.9, 1.2, 1.1, 1.6, -10, 4, -4
COC(=O)CSc1nc(-c2ccccc2)c2c(c1C#N)CCCC2
  1.2, 1.1, -7, 1.1, 1, 1.1, 1.2, -5, 17, -7
O=C(Cn1c(C(=O)N2CCN(C3CCCCC3)CC2)cc2sccc21)c1ccccc1
  0.81, 1.1, -9, 1, 1, 1.1, 1, -6, -2, -7
CCc1cccc(C)c1NC(=O)CN(C)Cc1ccc(Br)cc1
  0.95, 1, -8, 1.2, 1, 1, 1, -4, 17, -3
CCOC(=O)C1(CC2CC2)CCN(Cc2cnc(-c3ccccc3C)nc2)CC1
  1.2, 1.1, -5, 1.1, 0.9, 1, 0.9, -5, 13, -6
O=C(CSc1nnnn1Cc1ccccc1)NC1CCCCC1
  1.1, 1.1, -8, 0.9, 1.1, 1.1, 1.1, -12, 7, -6
CC(C)(C)CC(C)(C)NCC(O)COc1c(F)cc(Br)cc1F (configuration not stated)
  1.1, 1, -19, 0.9, 1.1, 1.1, 1.4, -6, -5, -4
CCC(Sc1nc2cc3c(cc2c(=O)n1Cc1ccco1)OCO3)C(=O)Nc1ccccc1OC (configuration not stated)
  1.1, 1.1, -2, 0.9, 0.9, 1, 0.8, -4, 14, -5
CCOCCc1nnc(NC(=O)Cc2ccc(Br)cc2)s1
  1.1, 1, -21, 0.9, 1, 1.1, 1, -9, -6, -4
CCCC(=O)Nc1ccc(C(=O)/C=C/c2ccc(SC)cc2)cc1
  1.1, 1, -8, 0.9, 0.9, 1, 0.9, -1, 18, -2
CC1=C(C(=O)O)N2C(=O)C(NC(=O)c3nn(C)cc3Cl)C2SC1 (configuration not stated)
  0.93, 1, -10, 1, 0.9, 1.1, 0.9, -6, 2, -5
Cc1nn(Cc2ccc(F)cc2)c2sc(C(=O)Nc3ccc(N4CCOCC4)cc3N3CCOCC3)cc12
  0.29, 1, -5, 1, 0.8, 1, 0.8, 0, 15, 0
CC1=C([N+](=O)[O-])C(c2ccccc2)C2=C(N1)c1ccccc1C2=O (configuration not stated)
  1.9, 1.1, 16, 0.7, 0.9, 1.1, 0.9, -6, -57, -11
Oc1ccc(C=Nc2ccc(N3CCOCC3)cc2)c(O)c1
  1.9, 1, 0, 0.9, 0.9, 0.2, 0.9, 78*, -7, -3
c1ccc(CN2CCCC3(CCCN(Cc4nc(COc5ccccc5)no4)C3)C2)cc1 (configuration not stated)
  1.1, 1.1, -5, 1.1, 0.9, 1, 0.9, -1, 10, -6
O=C(Oc1ccc(N(Cc2cccs2)C2=NS(=O)(=O)c3ccccc32)cc1)c1ccccc1F
  1.1, 1, -6, 0.8, 1, 1, 1, -4, 2, -1
CCOc1ccc(/C=N/n2c(SC)nnc(C(C)(C)C)c2=O)cc1
  1.1, 1.1, -8, 0.9, 0.9, 1, 0.9, -3, -2, -7
CC(C)Cn1c(SCc2nc3ccccc3c(=O)[nH]2)nc2ccccc2c1=O
  0.97, 1, -6, 1, 0.9, 1, 1, -3, 9, -1
Cc1ccccc1C1c2[nH]c3ccccc3c2CCN1CCCn1cccn1 (configuration not stated)
  0.96, 1, -8, 1.3, 0.9, 1, 0.9, 0, -16, 2
CC(C)n1c2ccccc2c2nc3ccccc3nc21
  1.4, 1, -7, 0.9, 0.9, 1, 1.1, -1, -13, -2
CCN(C(=O)c1coc(=O)c(Br)c1)c1ccc2c(c1)OCO2
  0.92, 1, -5, 1, 0.5, 1, 0.6, -2, -6, 1

Other entries follow.
Below each compound: NF-kB neuron act, TNAP act hiacc, TNAP inh noacc, bIAP activator, PMI activator, FLuc act counter, PMI act hi M6P, FLuc inh counter, APP 5'UTR act, TNAP inh hi DEA
CCC(c1nnnn1Cc1ccco1)N(Cc1cc2cc(C)cc(C)c2[nH]c1=O)CC1CCCO1 (configuration not stated)
  0.75, 1, -6, 0.9, 1, 1.1, 1.1, -6, -11, 1
CCCCOc1ccc(CSC(=N)N)cc1[N+](=O)[O-]
  1.7, 0.9, 20, 0.1, 1, 1.1, 1.1, -7, 2, 7
Cc1ccc(C(=O)N(C)c2nnc(-c3ccncc3)s2)cc1
  2.4, 1, 1, 1.1, 1.1, 0.8, 1.1, 17, 65, -4
CC1CN(CC(=O)N2CCc3[nH]c4ccccc4c3C2)CC(C)O1 (configuration not stated)
  0.97, 1.1, -1, 1, 1.1, 1.1, 0.8, -10, -1, -5
COc1ccc(/C=C/C(=O)N(Cc2ccccc2)c2ccccn2)cc1OC
  1, 1, -7, 1.2, 0.9, 1, 0.9, -2, 17, -4
COc1cc(CC(=O)Nc2ccc(S(=O)(=O)Nc3ncccn3)cc2)cc(OC)c1OC
  1.1, 1.1, -16, 1, 1, 1, 0.9, -4, 7, -8
CCCS(=O)(=O)N1CCN(Cc2c[nH]c3ccccc23)CC1
  1.1, 1, 3, 1.3, 1, 1, 0.9, 1, 32, 1
COc1cccc(C2CC(c3ccc(F)cc3)Nc3nc(N)nn32)c1 (configuration not stated)
  0.98, 1, -9, 1, 0.8, 1, 0.8, -1, -11, 1
Cc1ccc(C2=Nc3ccccc3N(C(=O)c3ccccc3)C(C)C2)cc1 (configuration not stated)
  0.83, 1, -2, 1, 1, 1.1, 1, -8, -10, -1
O=C1[C@@H]2[C@H](C(=O)N1Cc1ccco1)[C@H]1C=C[C@@H]2C1
  1.2, 1, -4, 0.9, 0.9, 1, 0.9, -1, 5, 0
Cc1c(C(=O)O)sc(=S)n1-c1ccccc1
  1, 1.1, -12, 1, 1, 1.1, 1, -6, 3, -8
Cc1ccccc1NC(=O)Cn1c(CCC(=O)O)ccc1-c1cccs1
  1.3, 1, -15, 1.1, 1, 1, 0.9, 0, 23, -3
O=c1c2ccccc2nc(SCc2nnc(-c3ccccc3Br)o2)n1-c1ccccc1
  0.77, 1, -3, 0.9, 1, 1.1, 1, -8, -10, 1
COc1cccc(-c2cc(C(=O)Nc3ccn(Cc4ccc(C)cc4)n3)no2)c1
  1.2, 1.1, -5, 0.8, 0.9, 1, 1, -3, -14, -5
C=CCc1cccc(CNc2c(C)cc(C)cc2C)c1O
  0.96, 1, -10, 0.8, 1.1, 1, 1, 1, 13, -1
Cc1cc(C)c(C)c(S(=O)(=O)N2CCCCC2C(=O)O)c1C (configuration not stated)
  1.4, 1, -3, 1, 1.3, 0.8, 1.3, 17, -1, -1
CCC(=O)NC(Nc1sc2c(c1C(=O)OC)CCCC2)(C(F)(F)F)C(F)(F)F
  1, 1.1, -11, 0.9, 1, 1.1, 1, -9, 6, -6
O=C(Cn1nc(-c2ccc(Cl)cc2)c2ccccc2c1=O)NCC1CCCO1 (configuration not stated)
  1.1, 1.1, 1, 1, 1.2, 1.1, 1.1, -8, -4, -6
O=C(Nc1nccc(-c2cccs2)n1)c1cccs1
  1.7, 1, -1, 0.9, 1, 0.8, 0.9, 25, 54, -4
CN1CCN(c2nc(NCCOC34CC5CC(CC(C5)C3)C4)nc(OCC(F)(F)F)n2)CC1
  0.79, 1, -5, 1.1, 1, 1, 1, -1, -8, -3
